From PubChem BioAssay
HT1080NT lethal: qHTS for induction of synthetic lethality in tumor cells producing 2HG: qHTS for the HT-1080-NT fibrosarcoma cell line. Potency, µM (doses to about 46.1 µM), inactives show at the top dose activity, negative = less viability, hits mostly cytotoxic. HT-1080-NT fibrosarcoma viability, CellTiter-Glo ATP luminescence, 48 h. 360,000 compounds, 1.6% hits;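 note: NT is the 2HG producing partner of a matched IDH1 knockdown line; potency is the fitted concentration of half-maximal effect; 0% = DMSO-treated cells and -100% = media-only wells without cells; nearly all actives have a fitted effect of over 55% in size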
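Viability by CellTiter-Glo luminescence after 48 h compound exposure at 37C of HT-1080-NT cells (750/well, RPMI, 5% FBS). % activity scaled between DMSO wells and medium-only wells, then curve-fitted and categorized by curve class.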
KB-3-1 tox: qHTS assay for MDR1-selective chemotherapeutics: Primary screen using the parental adenocarcinoma cell KB-3-1. Potency, µM (top dose mostly 46.1 µM), without a hit: at the highest dose activity change, negative = cytotoxic, most hits filed as cytotoxic. KB-3-1 viability, CellTiter-Glo ATP luminescence, 72 h. AID 1347075, 2019. 400,000 compounds, 1.4% hits; note: potency is the fitted concentration of half-maximal effect; % is set by controls: 0 for no effect and ±100 for the full control effect; nearly all actives have a fitted effect of over 60% in size
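Parental KB-3-1 adenocarcinoma cells in phenol-red-free DMEM with 10% FBS were pin-treated with compounds at several concentrations, incubated 72 h at 37 °C, and viability read by CellTiter-Glo luminescence; concentration-effect curves were fitted after normalization.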
IL1B secr inh: qHTS for Inhibitors of Inflammasome Signaling: IL-1-beta AlphaLISA Primary Screen | THP-1 LPS/ATP IL-1B secretion, AlphaLISA, 16 h; stronger effect = lower value | activity change, % at 57.5 µM | 360,000 compounds, 4.7% hits; in the data active = activity change below about -50%; inconclusive = mostly about -30% to -49%; note: % is set by controls: 0 for no effect and ±100 for the full control effect
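Secreted IL-1B measured by AlphaLISA bead assay after 16 h compound exposure of THP-1 cells; compounds (final up to 57.5 uM) added 1 h before LPS (250 ng/mL) and ATP (1.25 mM) stimulation; lower signal means less secretion.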
HepG2 tox: qHTS for Inhibitors of TGF-b: Cytotox Counterscreen | Potency, µM (doses to about 46.1 µM), for inactives: top-dose activity change, negative = cytotoxicity, most hits filed as cytotoxic | HepG2 CAGA-GFP viability, ATP luminescence, 18 h | AID 588856, 2011 | 410,000 compounds, 0.76% hits; note: potency is the fitted concentration of half-maximal effect; some results filed as inactive show a strong effect at the top dose
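CellTiter-Glo luminescence gave cytotoxicity after 18 hours at 37 degrees C. The cells were HepG2 CAGA-GFP in 1% FBS DMEM, stimulated with 500 pg/mL TGF-beta after compound addition. %Activity was normalised to no-cell wells (complete cell-killing) and DMSO (no toxicity), and curves were fitted and classified.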
ATXN viability: Viability Counterscreen for Primary qHTS for Inhibitors of ATXN expression. S2 cells (HEK-293 line with an ATXN2-luciferase reporter) viability, CellTiter-Fluor protease fluorescence, 24 h. 400,000 compounds, 0.49% hits. Potency, µM (titrated, usually from 56.7 µM), hits mostly cytotoxic. AID 651635, 2014; note: potency is the fitted concentration of half-maximal effect; nearly all actives have a fitted effect of over 40% in size
MCF10A rereplic: A quantitative high throughput screen for small molecules that induce DNA re-replication in MCF 10a normal breast cells | MCF 10A DNA re-replication, Hoechst nuclear intensity, 48 h | Potency, µM (series often up to 46.1 µM), for the others: at the highest dose activity, positive = re-replication, most hits filed as activators | 350,000 compounds, 2.9% hits; note: potency is the fitted concentration of half-maximal effect; % of control where 0% means no effect; nearly all actives have a fitted effect of over 50% in size
SW480 rerep: A quantitative high throughput screen for small molecules that induce DNA re-replication in SW480 colon adenocarcinoma cells. SW480 DNA re-replication, Hoechst DNA content imaging, 48 h. 340,000 compounds, 1.8% hits. Potency, µM (doses to about 46.1 µM), for inactives: at the top dose re-replication activation, actives largely listed as activators. AID 624297, 2012; note: potency is the fitted concentration of half-maximal effect; % of control where 0% means no effect; nearly all actives have a fitted effect of over 55% in size
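Cells (250 per well) received 23 nL compound or DMSO by pin tool and were kept 48 hr at 37 C, 5% CO2. Nuclei were then stained with Hoechst for 40 min and scanned for DNA content.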
HT1080 IDH1KD tx: qHTS for induction of synthetic lethality in tumor cells producing 2HG: qHTS for the HT-1080-IDH1KD cell line | HT-1080 IDH1 knockdown viability, ATP luminescence, 48 h | AID 686971, 2013 | 360,000 compounds, 2% hits | Potency, µM (titrated, usually from 46.1 µM), without a hit: at the top dose activity, negative = toxicity, hits mostly cytotoxic;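 note: potency is the fitted concentration of half-maximal effect; 0% = DMSO wells and -100% = cell-free medium wells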
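Knockdown cells (IDH1KD HT-1080) received compounds 2 h after plating at 750 cells/well and were kept 48 h at 37 °C in 5% FBS RPMI. A CellTiter-Glo luminescence read gave % activity for curve fitting.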
ATXN2 expr inh: Primary qHTS for Inhibitors of ATXN expression; HEK-293 ATXN2-luciferase reporter, luminescence, 24 h; Potency, µM (series often up to 57 µM), without a hit: at the top dose activity change, negative = inhibition, actives largely listed as inhibitors; 360,000 compounds, 0.72% hits; note: potency is the fitted concentration of half-maximal effect; % is set by controls: 0 for no effect and ±100 for the full control effect; nearly all actives have a fitted effect of over 55% in size
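qHTS (up to 57 uM final) was run with 24 h compound exposure of reporter cells at 37 °C. Each well was multiplexed: SteadyGlo luminescence measured ATXN2-luciferase expression after a fluorogenic Gly-Phe-AFC viability readout (25 uM final).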
Active calls of the source: *; i = inactive; ? = inconclusive; / = not tested or not shown; & = joins results of further samples; [ ] = remark or other dose. Unless noted, calls come from the whole dose curve; as a rule, active = well fitted curve in the direction sought with a large enough effect; inconclusive = small, poorly fitted or top-dose-only effect, or another doubt; inactive = no such curve, though single readings can be large; an effect the other way counts as inactive or inconclusive.

SMILES	HT1080NT lethal	KB-3-1 tox	IL1B secr inh	HepG2 tox	ATXN viability	MCF10A rereplic	SW480 rerep	HT1080 IDH1KD tx	ATXN2 expr inh
c1csc(C2CCCN2c2nc3nonc3nc2NC2CC2)n1 (stereo unspecified)	0%	11%	-2	2%	i	-3%	2%	10%	-6%
COc1ccc(OC)c(NC(=O)c2ccc(N3C(=O)C4CC=C(C)CC4C3=O)cc2)c1 (stereo unspecified)	-2%	0%	?	1%	i	?	2%	0%	/
Cc1cc(C)cc(NC(=O)c2cc(S(=O)(=O)N3CCCC3)ccc2F)c1	/	-9%	/	-9%	i	/	/	/	-34%
O=C(OCCN1CCOCC1)c1ccc(OCCN2CCOCC2)cc1	-1%	3%	-11	0%	i	10%	2%	0%	5%
Fc1ccc(-c2nc3c(Cl)cc(C(F)(F)F)cn3c2Cc2cccc(F)c2)cc1	-53%	-38%	10	-16%	i	/	/	-1%	9%
Cc1ccc(-c2cc(C(=O)N/N=C\c3cnn(C)c3C)c3ccccc3n2)cc1C	-22%	?	-10	-23%	i	-13%	?	-25%	-5%
CC(=O)N1c2ccccc2C(C)=CC1(C)C	11%	5%	15	-24%	i	-5%	-14%	0%	/
Cc1ccccc1Cc1c(C)nc2nc(SCC(=O)N(C)c3ccccc3)nn2c1C	/	-6%	/	-21%	i	/	/	/	0%
CC1CCCC(C)N1C(=O)Cn1nnc(-c2ccccc2)n1 (stereo unspecified)	-1%	2%	0	-11%	i	-1%	-5%	-1%	2%
CC#CCOCC1CN(C)C(=O)O1 (stereo unspecified)	8%	-23%	5	7%	i	/	/	9%	/

Next records follow:
SMILES	HT1080NT lethal	KB-3-1 tox	IL1B secr inh	HepG2 tox	ATXN viability	MCF10A rereplic	SW480 rerep	HT1080 IDH1KD tx	ATXN2 expr inh
CC1CCC2(CC1)NC(=O)N(NC(=O)c1cccs1)C2=O (stereo unspecified)	8%	6%	10	-9%	i	4%	-4%	0%	/
CCn1c(SCc2ccc(C#N)cc2)nnc1-c1cccc(Cl)c1	-5%	-11%	-73*	-5%	i	-6%	-4%	5%[9.24 µM]	-18%
COC(=O)CSc1nnc(CNc2ccc(Cl)cc2)n1-c1ccccc1	3%	-1%	-28	-40%	i	2%	-6%	5%	-27%
CCn1c2ccccc2c2nnc(SCC(=O)NC3CCS(=O)(=O)C3)nc21 (stereo unspecified)	14%	32%	0	-2%	?	-3%	/	18%	7%
CCn1c(-c2nn(-c3ccccc3)ccc2=O)n[nH]c1=S	19%	-2%	18	-22%	i	-3%	-3%	13%	-5%
CC(=O)O[C@H]1[C@H](O)[C@H](Oc2c(O)c(C)c3c4c2[C@@H](C)CC[C@@H]4[C@@H](C)C[C@H]3C=C(C)C)O[C@@H](C)[C@H]1O	?	0%	-77*	-114%	?	?	-4%	?	?
COc1cc(NS(=O)(=O)c2cc(C(=O)N3CCN(C(C)=O)CC3)ccc2OC)cc(OC)c1	11%	21%	17	-2%	?	-1%	-14%	4%	-4%
C=CCC[C@@H](Cc1ccc(F)cc1)C(=O)OC[C@@H](Cc1c[nH]c2ccccc12)NC(=O)[C@H](CC=C)CC(=O)N[C@H](CO)Cc1ccccc1	21µM*	?	91	-80%	25µM*	16µM*	-3%	?	?
Cc1cccc(-c2nnc(N)s2)c1	4%	-2%	-9	4%	i	-10%	-4%	8%	4%
CCN(CC)c1ccc(NC(=O)COc2ccc(-n3cnnn3)cc2)cc1	-16%	-16%	-7	17%	i	-12%	-8%	-9%	-4%

Another view of eight compounds above:
Values run as follows: HT1080NT lethal	KB-3-1 tox	IL1B secr inh	HepG2 tox	ATXN viability	MCF10A rereplic	SW480 rerep	HT1080 IDH1KD tx	ATXN2 expr inh
CC#CCOCC1CN(C)C(=O)O1 (stereo unspecified)
  8%	-23%	5	7%	i	/	/	9%	/
CC1CCC2(CC1)NC(=O)N(NC(=O)c1cccs1)C2=O (stereo unspecified)
  8%	6%	10	-9%	i	4%	-4%	0%	/
CCn1c(SCc2ccc(C#N)cc2)nnc1-c1cccc(Cl)c1
  -5%	-11%	-73*	-5%	i	-6%	-4%	5%[9.24 µM]	-18%
COC(=O)CSc1nnc(CNc2ccc(Cl)cc2)n1-c1ccccc1
  3%	-1%	-28	-40%	i	2%	-6%	5%	-27%
CCn1c2ccccc2c2nnc(SCC(=O)NC3CCS(=O)(=O)C3)nc21 (stereo unspecified)
  14%	32%	0	-2%	?	-3%	/	18%	7%
CCn1c(-c2nn(-c3ccccc3)ccc2=O)n[nH]c1=S
  19%	-2%	18	-22%	i	-3%	-3%	13%	-5%
CC(=O)O[C@H]1[C@H](O)[C@H](Oc2c(O)c(C)c3c4c2[C@@H](C)CC[C@@H]4[C@@H](C)C[C@H]3C=C(C)C)O[C@@H](C)[C@H]1O
  ?	0%	-77*	-114%	?	?	-4%	?	?
COc1cc(NS(=O)(=O)c2cc(C(=O)N3CCN(C(C)=O)CC3)ccc2OC)cc(OC)c1
  11%	21%	17	-2%	?	-1%	-14%	4%	-4%

More records follow.
SMILES	HT1080NT lethal	KB-3-1 tox	IL1B secr inh	HepG2 tox	ATXN viability	MCF10A rereplic	SW480 rerep	HT1080 IDH1KD tx	ATXN2 expr inh
COc1ccccc1NC(=O)c1ccc(S(=O)(=O)N(C)C)cc1	6%	1%	-8	-10%	i	1%	5%	-3%	2%
CCC(C)(C)NC(=O)CN(C(=O)CCC(=O)Nc1nccs1)c1ccc2c(c1)OCO2	-6%	1%	-4	0%	i	?	?	0%	-7%
CC(=O)NCCN=C(C)c1sc2ccccc2c1O	9%	3%	3	0%	i	3%	-4%	8%	9%
O=C(NCCS(=O)(=O)N1CCN(c2ccc(F)cc2)CC1)C1CC(=O)N(c2ccccc2)C1 (stereo unspecified)	3%	0%	-3	2%&0%	i	-2%	7%	11%	2%
CCOC(CNC(=O)Cn1nc(C)c2ccccc21)OCC	6%	?	1	4%	i	0.73µM*	-38%[inhibitor]	6%	-14%
COc1ccc2c(CNCc3cccs3)c(C(=O)O)n(Cc3cccc(F)c3)c2c1	/	-15%	/	-34%	?	/	/	/	-7%
CC(C)(C)OC(=O)NC(Cc1ccccc1)C(=O)NC(CSC1CCCCO1)C(=O)NN (stereo unspecified)	4%	18%	-12	-36%	i	2%	-63%[inhibitor]	-1%	-36%
COc1ccc(CNc2nc(-c3cccnc3)nn2C(C)=O)cc1	8%	11%	10	-3%	i	0%	-1%	21%	13%
CC(C)CC(C(=O)NC1CCCCC1)N(Cc1ccccc1)C(=O)c1snc(C(N)=O)c1N (stereo unspecified)	-3%	-8%	-12	0%	i	?	?	-5%	-8%
CC1(C)CC(=O)C=C(N2CCOCC2)C1	17%	-3%	-14	5%	i	?	-4%	6%	0%

Going on with the list:
SMILES	HT1080NT lethal	KB-3-1 tox	IL1B secr inh	HepG2 tox	ATXN viability	MCF10A rereplic	SW480 rerep	HT1080 IDH1KD tx	ATXN2 expr inh
O=C(CCC1CCCCC1)Nc1ccccc1-c1ccccc1	3%	0%	21	-3%	i	29%	-2%	2%	0%
C=CCNCc1ccc(C(=O)NCCCCCCC)cc1[N+](=O)[O-]	-3%	5%	-2	-19%	i	-10%	-16%	14%	8%
CCSc1nnc2c(n1)OC(c1cc(OC)c(OC)c(OC)c1)Nc1ccccc1-2 (stereo unspecified)	/	16%	/	1%	i	/	/	/	22%
O=C(C1CCCN1S(=O)(=O)c1ccc(Cl)cc1)N1CCCCC1 (stereo unspecified)	8%	14%	-7	18%	i	-2%	-1%	?	-3%
COc1ccc(S(=O)(=O)Nc2ccccc2N2CCOCC2)cc1OC	-5%	0%	14	-13%	i	-5%	-6%	-1%	7%
COc1ccc(C(=O)CSc2nnc(CNc3ccc(C)cc3C)o2)cc1	7%	4%	22	-4%	i	?	-1%	2%	-17%
Cc1c(C(=O)NCC(C)C)sc2nc(-c3ccc(F)cc3)cn12	-2%	?	-6	-1%	i	7%	-13%	7%	4%
COc1ccc(CC(=O)NCc2n[nH]c(=S)n2-c2ccccc2OC)cc1	0%	2%	46	0%	i	-5%	-1%	13%	5%
CC1SC(=Nc2ccccc2)N(S(=O)(=O)c2ccccc2)C1=O (stereo unspecified)	6%	16%	12	3%	i	-4%	3%	16%	0%
Cc1ccc(CNC(=O)C2CC3Cn4c(nc5cc(C)c(C)cc54)C3N2C)o1 (stereo unspecified)	8%	0%	22	5%	i	3%	?	0%	6%

The results go on.
SMILES	HT1080NT lethal	KB-3-1 tox	IL1B secr inh	HepG2 tox	ATXN viability	MCF10A rereplic	SW480 rerep	HT1080 IDH1KD tx	ATXN2 expr inh
Cc1cc(C(=O)NC2CCCN(Cc3ccccc3F)C2)no1 (stereo unspecified)	4%	-2%	10	-9%	i	-1%	-24%	10%	/
O=C(C[n+]1ccsc1)c1ccccc1	-2%	0%	14	-2%	i	1%	2%	5%	-5%
CC(=O)N1CCN=C1SCc1ccccc1Cl	0%	-10%	-7	-10%	i	0%	1%	-2%	7%
O=C(Nc1c2c(nn1-c1ccc(F)cc1)CSC2)c1ccc(S(=O)(=O)N2CCOCC2)cc1	-4%[9.24 µM]	-2%	-16	-18%	i	-2%	-1%	0%	10%
CC(=O)/C(C#N)=C1\NC(=O)C(Cc2ccc(C)c(Cl)c2)S1 (stereo unspecified)	-28%	18µM*	38	-167%	i	?	-10%	?	89%[activator]
